Screening results as filed in PubChem.
Polio RdRp inh – inhibitors of poliovirus RNA polymerase binding and polymerization | poliovirus polymerase elongation, fluorescence polarization; stronger effect = lower value | % elongation, % (compound at 16.7 µg/mL) | 150,000 tested, 0.66% active | AID 588519; in the data active means % elongation below about 90%; further: some results filed as inactive read as strong as hits
Target sequence (P03300 1749-2209 limits assumed): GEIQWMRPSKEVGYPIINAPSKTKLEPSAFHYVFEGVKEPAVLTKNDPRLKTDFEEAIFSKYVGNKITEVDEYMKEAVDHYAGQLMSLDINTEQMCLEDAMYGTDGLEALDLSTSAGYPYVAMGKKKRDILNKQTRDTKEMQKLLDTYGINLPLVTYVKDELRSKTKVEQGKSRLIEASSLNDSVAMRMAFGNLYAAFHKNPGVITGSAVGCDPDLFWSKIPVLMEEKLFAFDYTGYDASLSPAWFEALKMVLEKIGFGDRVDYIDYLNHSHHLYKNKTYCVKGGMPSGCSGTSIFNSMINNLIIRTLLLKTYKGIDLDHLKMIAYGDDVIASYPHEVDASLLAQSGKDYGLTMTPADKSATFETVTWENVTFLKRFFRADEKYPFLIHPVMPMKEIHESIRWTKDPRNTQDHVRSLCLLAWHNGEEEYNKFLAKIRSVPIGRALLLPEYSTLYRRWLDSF
Polio RdRp inh FP z-score – also measured in Polio RdRp inh; calls as there; z-score; measured here: FP z-score; hits read low
Active calls of the source: *. Not all compounds are listed; the hit share may differ from the screen's.

SMILES	Polio RdRp inh	Polio RdRp inh FP z-score
Cc1nc(SCc2cc(=O)n3c(C)cccc3n2)n(C2CCCC2)c1C	108	0.7
CC(NC(=O)c1ccc(Nc2nc3ccccc3n3nnnc23)cc1)c1ccccc1 (centres undefined)	111	1.8
CC(C)N(Cc1nc(-c2ccc(Cl)cc2)no1)C(=O)c1ccco1	108	0.5
COc1ccc(-c2nc(CSc3nnc(C)n4c3cc3occc34)c(C)o2)cc1OC	100	-1.2
C=C(C)C1CCC(C)OC1c1ccccc1 (centres undefined)	101	0
Cc1ccc(C)c(N2CCN(c3nc4ccc(C)cc4nc3-n3nc(C)cc3C)CC2)c1	110	1.1
N#Cc1cc[n+](CC(=O)c2cccs2)cc1	104	0.8
COc1ccc2cc(-c3cn4c(n3)sc3cc(F)ccc34)c(=O)oc2c1	116	2.2
CCCSC1=C(N(C)C)C(=O)c2ccccc2C1=O	95	-0.5
O=c1nc2c(-c3cccc(Cl)c3)n[nH]n2c2ccccc12	102	-0.1
CCOC(=O)c1c(-c2ccccc2)oc2ccc(OCC(=O)NN)cc12	100	0.1
CNC(=O)CCC(=O)Nc1ccc(C)cc1	103	0.5
COc1ccc(-c2cc(C(F)(F)F)n3nc(C(=O)Nc4ccc(Cl)cc4C(F)(F)F)cc3n2)cc1OC	106	0.3
O=C(OCc1nc2ccccc2[nH]1)C1CCCCC1	107	0.7
CCCCn1c(N)c(N(CCC(C)C)C(=O)c2ccccc2F)c(=O)[nH]c1=O	106	0.5
O=C(CSc1nnc(NC2CC2)s1)N1CCCCC1	102	0
O=C(CNC(=O)C1CCCCC1)NC1=NCCS1	105	0.3
O=[N+]([O-])c1cc(-c2nc(-c3ccccc3)no2)ccc1NCC1CCCO1 (centres undefined)	107	-0.1
CCOC(=O)c1[nH]c(C)c(CCC(=O)N2CCN(c3ccc(Cl)cc3)CC2)c1C	107	-0.1
COc1ccc(N2CCN(S(=O)(=O)c3ccc(C4CCCCC4)cc3)CC2)cc1	102	-0.2
COC(=O)C1=CN(Cc2ccc(F)cc2)C=C(C(=O)OC)C1c1ccc2c(c1)OCO2	100	0
CCCCOC(=O)c1ccc(NC(=O)c2ccc3c(c2)CCN3S(=O)(=O)c2ccccc2)cc1	106	0
CCOC(=O)c1cc(Oc2nc(C)nc3sc4c(c23)CCCC4)cc(C(=O)OCC)c1	103	0.3
O=c1c2c(ncn2C2CCCC2)n(Cc2ccccc2)c(=O)n1Cc1ccccc1	104	0.1
O=C(COC(=O)C1CCN(c2ccc(C(F)(F)F)cn2)CC1)NCc1ccccc1	102	-0.1
Cc1c(Cl)cn2c(=O)cc(CN3CCN(c4ccccc4O)CC3)nc2c1Cl	103	0.1
Cc1noc(C)c1NC(=O)NCCOc1ccccc1	101	-0.1
OC1CNc2c(ccc3ccccc23)C1 (centres undefined)	101	-0.4
O=C(O)c1cc(-c2cccs2)nc2cc3c(cc12)OCCO3	99	-0.1
COc1ccc(OCC(=O)Nc2ncccn2)cc1	107	0.6
CCOC(=O)Nc1c(C(=O)OCC)[nH]c2ccc(F)cc12	104	0.4
C/C(=N/OC(=O)c1ccccc1)c1cccs1	104	0.5
O=C(c1ccc(Oc2ccccc2)cc1)N1CCN(c2ccccn2)CC1	102	0.2
O=C(NNc1ncnc2c1cnn2-c1ccccc1)c1cccc(Cl)c1	106	-0.1
CN(N)C(=O)Nc1ccccc1	103	0.3
COc1cccc(CN2C(=O)c3ccccc3Sc3ccc(C(=O)N(C)Cc4ccccc4)cc32)c1	111	0.5
Cn1nccc1NC(=O)COCC(=O)O	104	0
Cn1c(=O)n(Cc2ccccc2)c(=O)c2c1nc(Cl)n2Cc1ccccc1	102	0.1
C1=C(c2ccccc2)Nc2nc3ccccc3n2C1c1ccccc1 (centres undefined)	103	0.3
O=C(Nc1ccccc1)Nc1ccccc1SCCS(=O)(=O)c1ccc(Cl)cc1	104	-0.1
CC(C)(C)C(=O)CNS(=O)(=O)c1ccc(S(=O)(=O)NC2CCCCC2)cc1	100	-0.7
C=CCNC(=S)Nc1c(C)nn(CC)c1C	99	-0.9
CCOC(=O)c1cc(-c2ccccc2)n(CCCC(=O)Nc2ccc(C)c(C)c2)c1C	109	0.9
FC(F)(F)c1cc(-c2cccc(Br)c2)nc2ncnn12	108	0.5
CCn1c(SCC(=O)NC2CCCC(C)C2C)nnc1-c1ccccc1 (centres undefined)	103	0.1
O=C(CN1C(=O)C(c2ccccc2)Oc2cccnc21)NCc1ccccc1 (centres undefined)	103	0.8
COc1cccc(-c2noc(COc3ccc(C(C)(C)C)cc3)n2)c1	120	0.4
Brc1ccc(CSc2nncn2-c2ccccc2)cc1	103	0.1
CCOc1ccc(N2CC(c3nc4ccccc4n3CCOc3ccc(CC)cc3)CC2=O)cc1 (centres undefined)	109	0.4
N#Cc1ccc(NC(=O)C2CCC(C(=O)Nc3ccc(C#N)cc3)CC2)cc1 (centres undefined)	101	-0.3

(cont.)
SMILES	Polio RdRp inh	Polio RdRp inh FP z-score
CCc1nn(CC(=O)NCCc2ccc(S(N)(=O)=O)cc2)c(=O)c2cc3sccc3n12	101	-0.4
O=C(NCCc1ccccc1)C1CCCN(c2nnc(-n3cccc3)s2)C1 (centres undefined)	103	0.3
Oc1ccc(-c2cn3ccsc3n2)cc1	102	-0.3
CCCOC(=O)C[n+]1cn(CC)c2ccccc21	104	0.4
CC1CC(C)CN(C(=O)c2cc3c(s2)CCC3)C1 (centres undefined)	98	-0.4
COc1ccc2c(c1)CC(C(=O)NCCc1ccc(S(N)(=O)=O)cc1)CO2 (centres undefined)	111	1
O=C(CCSCc1cccc(Cl)c1)N1CCN(c2ccc(Cl)cc2)CC1	115	1
FC(F)(F)Cc1nc2ccccc2s1	103	0.7
O=C(Nc1cccc2ccccc12)OC1C=CS(=O)(=O)C1 (centres undefined)	101	-0.1
CCOC(=O)CSc1ccc2nnc(CCNS(=O)(=O)c3ccc(C)cc3)n2n1	102	0.2
O=C(O)c1cc(-c2ccccc2)n[nH]1	101	0.2
O=C1CC(c2ccco2)Cc2nc(NC3CC3)ncc21 (centres undefined)	103	0.3
Cc1ccc(Cn2c(C)c(CNC(C)CCc3ccccc3)c(C(=O)O)c2C)cc1 (centres undefined)	102	-0.5
CN(C)C(=O)c1ccc(NC(=O)Cn2nc(-c3ccccc3)c3ccccc3c2=O)cc1	111	0.1
O=CN(Cc1ccco1)C1(C(=O)NC2CCCCC2)CCCCC1	104	0.5
CC1CCN(C(=O)COC(=O)c2ccc3ccccc3n2)CC1	99	-0.7
CCc1cc2c(=S)[nH]cnc2s1	111	0.9
CCn1cc(S(=O)(=O)c2ccccc2)c(=O)c2cc(F)c(N3CCCCCC3)cc21	102	-1.3
CCC1CCC(NCC(C)(C)CN(C)C)CC1 (centres undefined)	99	-0.7
O=C(CCC(=O)c1ccc(Cl)s1)OCc1nc2ccccc2s1	102	0
Cc1nc2c(c(C)nn2C(C)(C)C)c(C)c1CCC(=O)Nc1ccc(F)cc1	105	-0.3
O=C(CN1C(=O)CSCC1=O)Nc1ccc(Cl)cc1	106	0.8
Cc1nnc(SC(C)C(=O)NC2CCCCC2)[nH]c1=O (centres undefined)	101	-0.1
CCOc1ccccc1CN1CCN(S(=O)(=O)c2ccccc2)CC1	104	0
Cc1ccccc1OCC1CN(CN2CCC(C)CC2)C(=O)O1 (centres undefined)	102	0.1
CCc1ccc(N2CCn3c2nc2c3c(=O)n(Cc3ccc(F)cc3)c(=O)n2C)cc1	107	0.2
N#Cc1ccc(-n2nnc3ccccc32)cc1C#N	106	0.3
N#Cc1ccc(NC(=O)C2Cc3ccccc3CN2S(=O)(=O)c2ccc(F)cc2)cc1 (centres undefined)	114	-0.1
Cc1cccc(N=Cc2c(Nc3cccc(C)c3)nc3ccccn3c2=O)c1	103	0.2
COC(=O)c1cc(NC(=O)Cn2nc(C)n3cccc3c2=O)cc(C(=O)OC)c1	108	0
COC(=O)C1CCN(C(c2ccc(F)cc2)c2ccc(F)cc2)CC1	100	-0.2
COc1ccc(F)cc1C(=O)CSc1nc2c3ccccc3ncn2n1	101	-0.2
COCCc1nn2c(=O)cc(COC(=O)c3ccccc3C)nc2s1	108	0.4
CC(Oc1ccc(-c2nnco2)cc1)C(=O)NC1(C#N)CCCCC1 (centres undefined)	104	0.1
CC1(C)CC(=O)C2=C(C1)Nc1[nH]n(-c3ccccc3)c(=O)c1C2c1cccs1 (centres undefined)	100	-0.2
Cc1ccc(NC(=O)c2nc(S(C)(=O)=O)ncc2N(Cc2ccco2)Cc2ccco2)cc1C	108	0.4
CC(C)(C)c1ccc(S(=O)(=O)CCSc2nc3ccccc3s2)cc1	105	0.7
CC(=O)OC[C@H]1OC[C@H](OC(C)=O)[C@@H](OC(C)=O)[C@H]1OC(C)=O	102	-0.3
O=C(CCC1N=C2c3ccccc3N=C(SCc3ccccc3F)N2C1=O)NCCc1ccccc1 (centres undefined)	103	-0.9
CCCN(C(=O)CCc1nc(-c2ccc(OC)cc2)no1)c1ccccc1F	117	1.3
CCC/C(O)=C1\C(=O)CC(C)(C)CC1=NCCc1ccc(OCC)c(OCC)c1	104	0.1
Cc1ccc(OCc2nc(C#N)c(NCCc3ccccc3)o2)cc1	100	-0.7
Cc1ccc(C(=O)NCCSc2c(C)[nH]c3ccccc23)cc1C	106	0.3
Cc1ccc(C(=O)n2ncn(C)c2=S)cc1	95	-0.7
COc1cc(NC(=O)Cn2c(=O)n(Cc3ccco3)c(=O)c3oc4ccccc4c32)cc(OC)c1	106	-0.2
Cc1c(C2=CCN(S(=O)(=O)c3ccc(CC(C)C)cc3)CC2)c2ccccc2n1CC(=O)N1CCCC1	106	0.1
Cc1ccc(-c2cnc(NC(=O)CCC(=O)N3CCCCC3)n2C)cc1	101	-0.1
COc1ccc(/C=N/N=C2\CC(C)(C)Cc3n[nH]c(=O)cc32)cc1OC	100	-0.1
N#Cc1ccc2snnc2c1	102	0.2
Cc1cccc(C)c1OCCCCN1CC(C)OC(C)C1 (centres undefined)	98	-0.6

24 structures out of the list, arranged by count of non-hydrogen atoms, rising.
SMILES	Polio RdRp inh	Polio RdRp inh FP z-score
CN(N)C(=O)Nc1ccccc1	103	0.3
O=C(O)c1cc(-c2ccccc2)n[nH]1	101	0.2
Oc1ccc(-c2cn3ccsc3n2)cc1	102	-0.3
C=CCNC(=S)Nc1c(C)nn(CC)c1C	99	-0.9
C/C(=N/OC(=O)c1ccccc1)c1cccs1	104	0.5
CCCOC(=O)C[n+]1cn(CC)c2ccccc21	104	0.4
O=C(CSc1nnc(NC2CC2)s1)N1CCCCC1	102	0
Brc1ccc(CSc2nncn2-c2ccccc2)cc1	103	0.1
O=C(Nc1cccc2ccccc12)OC1C=CS(=O)(=O)C1 (centres undefined)	101	-0.1
O=C(O)c1cc(-c2cccs2)nc2cc3c(cc12)OCCO3	99	-0.1
CC1CCN(C(=O)COC(=O)c2ccc3ccccc3n2)CC1	99	-0.7
O=CN(Cc1ccco1)C1(C(=O)NC2CCCCC2)CCCCC1	104	0.5
COc1cccc(-c2noc(COc3ccc(C(C)(C)C)cc3)n2)c1	120	0.4
COc1ccc(/C=N/N=C2\CC(C)(C)Cc3n[nH]c(=O)cc32)cc1OC	100	-0.1
Cn1c(=O)n(Cc2ccccc2)c(=O)c2c1nc(Cl)n2Cc1ccccc1	102	0.1
Cc1nc2c(c(C)nn2C(C)(C)C)c(C)c1CCC(=O)Nc1ccc(F)cc1	105	-0.3
CCOC(=O)CSc1ccc2nnc(CCNS(=O)(=O)c3ccc(C)cc3)n2n1	102	0.2
O=c1c2c(ncn2C2CCCC2)n(Cc2ccccc2)c(=O)n1Cc1ccccc1	104	0.1
CC(NC(=O)c1ccc(Nc2nc3ccccc3n3nnnc23)cc1)c1ccccc1 (centres undefined)	111	1.8
Cc1ccc(C)c(N2CCN(c3nc4ccc(C)cc4nc3-n3nc(C)cc3C)CC2)c1	110	1.1
Cc1ccc(NC(=O)c2nc(S(C)(=O)=O)ncc2N(Cc2ccco2)Cc2ccco2)cc1C	108	0.4
COc1cc(NC(=O)Cn2c(=O)n(Cc3ccco3)c(=O)c3oc4ccccc4c32)cc(OC)c1	106	-0.2
O=C(CCC1N=C2c3ccccc3N=C(SCc3ccccc3F)N2C1=O)NCCc1ccccc1 (centres undefined)	103	-0.9
Cc1c(C2=CCN(S(=O)(=O)c3ccc(CC(C)C)cc3)CC2)c2ccccc2n1CC(=O)N1CCCC1	106	0.1

Quoted from the listing:
In Polio RdRp inh, Cc1noc(C)c1NC(=O)NCCOc1ccccc1 is listed with 101
In Polio RdRp inh, Cc1cccc(C)c1OCCCCN1CC(C)OC(C)C1 (centres undefined) is listed with 98

(cont.)
SMILES	Polio RdRp inh	Polio RdRp inh FP z-score
O=S(=O)(Nc1ccc(-c2ccc(N3CCCCC3)nn2)cc1)c1ccc(OC(F)(F)F)cc1	108	0.4
O=C(c1ccc2ccccc2n1)N1CCN(c2ccccc2O)CC1	101	-0.3
CCCc1[nH]c(Br)nc1-c1ccccc1	104	0.5
Cc1nc(-c2ccc(S(=O)(=O)N3CCCc4ccccc43)s2)cs1	129	3.7
CCCc1[nH]nc2c1C(CCc1ccccc1)C(C#N)=C(N)O2 (centres undefined)	101	0
CN(CC(=O)N1CCc2ccccc2C1)S(=O)(=O)c1ccc(Cl)cc1	99	-0.4
O=C1Cc2cc(S(=O)(=O)N3CCN(c4cccc(Cl)c4)CC3)ccc2N1	109	0.8
COc1ccc(C2c3c(n(C)c4ccccc34)C(=O)N2CC(=O)Nc2cccc(Cl)c2)cc1 (centres undefined)	101	-0.7
COc1ccc(N2CCN(c3oc(/C=C/c4cc(OC)c(OC)c(OC)c4)nc3C#N)CC2)cc1	105	-0.7
S=C(Nc1ccccc1)N1CCCCCC1	103	0.3
CC1=CC(C)(C)N(Cc2ccccc2)c2cc(C)ccc21	105	0.9
O=C(O)CCS(=O)(=O)c1ccc(-c2ccccc2)cc1	102	0.2
Cc1ccc(-n2cc3cnnc(-c4ccccc4)c3n2)cc1	102	-0.2
Cc1ccc(S(=O)(=O)/C(C#N)=C\c2cn(-c3ccccc3)nc2-c2cc3ccccc3o2)cc1	102	0
N#Cc1ccc(-c2cccnc2)[nH]c1=O	105	1.2
CCn1c2c(c(=O)[nH]c1=O)C(c1ccc(OC)cc1)C1=C(N2)c2ccccc2C1=O (centres undefined)	97	-1.3
O=C1N=C(c2cccc(O)c2)c2ccccc2Nc2ccccc21	104	0.1
CC1CN(S(=O)(=O)c2ccc(C(=O)NC3=NCCS3)cc2)CC(C)O1 (centres undefined)	104	0.1
